# Source: PubChem BioAssay (Broad Institute)
# esBAF inh: Bmi1 luciferase reporter increase in mESCs, primary screen, esBAF inhibitor project, mouse ES cells, Bmi1 luciferase knock-in, single point; reporter increase, % at 12.5 µM; 350,000 compounds, 2% hits; 24 h; 100% = twice the neutral-well signal; AID 602393, 2012; in the data active = activation above about 40%;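 also: 0% = median of the plate's neutral control wells and 100% = double that signal; a rise in the Bmi1 reporter signal indicates esBAF inhibition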
# RAD54 inh: inhibitors of human RAD54 branch migration, primary screen, biochemical, fluorescence, single point | DNA repair and recombination protein RAD54-like (Homo sapiens), Q92698 | RAD54 Holliday junction branch migration, FAM/BHQ fluorescence | inhibition, % at 10.4 µM | 360,000 compounds, 0.14% hits | AID 602329, 2012;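 active = mean normalized replicate activity at least 40 and at least half of replicates scoring 40 or more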;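 also: 0% = median of neutral control wells and 100% = median of positive control wells; inhibitors cause a drop in the FAM fluorescence signal; in these data hits start at about 50%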
# S100A4 inh HTS: inhibitors of S100A4-myosin IIA peptide binding, primary screen, biochemical, fluorescence polarization, TAMRA-MyoIIA peptide | Protein S100-A4 (Homo sapiens), P26447 | inhibition, % at 10.7 µM | 360,000 compounds, 0.14% hits | AID 652163, 2013;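 active = mean inhibition of at least 70% across replicates, with every replicate also reaching that level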
# Target sequence (P26447 whole entry, looked up): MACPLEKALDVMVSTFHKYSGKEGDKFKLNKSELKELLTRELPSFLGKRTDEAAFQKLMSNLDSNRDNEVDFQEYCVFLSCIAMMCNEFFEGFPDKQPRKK
#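 Material: S100A4 monomer (human). Medium: Calcium-containing HEPES buffer, pH 7.2. Probe or stimulus: labelled myosin peptide probe, 5 nM. Compound dosing: one concentration per compound. Timing: polarization read 5 min after assay mix addition, stable 5–60 min. Benchmarks: DMSO as neutral control, TFP as positive control.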
# ERp5 inh: inhibitors of ERp5-driven insulin aggregation, primary screen, biochemical, turbidity, absorbance 650 nm, single point; Protein disulfide-isomerase A6 (Homo sapiens), Q15084; 90 min; inhibition, % at 9.99 µM; 350,000 compounds, 0.05% hits;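 active = mean replicate inhibition above about 25%, with every replicate also reaching it, limit read from the data, passing the limit was not always enough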
# RAD52 inh: RAD52 DNA annealing inhibitors, primary screen, biochemical, FRET, single point, set 2; inhibition, % at 18.7 µM; DNA repair protein RAD52 homolog (Homo sapiens), P43351; 360,000 compounds, 0.46% hits; recombinant RAD52 DNA annealing, FRET fluorescence;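 active = every replicate showing at least 50% inhibition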
# ERAP1 HTS inh: human ERAP1 aminopeptidase inhibitors, primary screen, biochemical, single point, plate reader; Endoplasmic reticulum aminopeptidase 1 (Homo sapiens), Q9NZ08; recombinant ERAP1, Leu-AMC fluorescence, 60 min; inhibition, % at 10.7 µM; 340,000 compounds, 0.15% hits; AID 652197, 2013;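 active = mean replicate inhibition of at least 30%, or all replicates individually reaching that 30% level; inactive = mean below 30% and not every replicate reaching it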;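 also: 0% = neutral control wells and 100% = L-leucinethiol positive control wells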
# E-selectin induc: E-selectin induction in HUVECs, primary screen, imaging, HUVEC, immunofluorescence imaging, single point | normalized: neutral wells 0, TNF-alpha wells 100 | P16581 | 260,000 compounds, 0.37% hits | activation, % at 7.58 µM;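 active = mean E-selectin-positive cell signal at least 10% of the positive control, reached in at least 60% of replicates, without over 20% cell loss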;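 also: in these data hits start at about 27%; measured in HUVEC primary endothelial cells; signal is the percent of cells scored E-selectin positive by PE staining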
# Target sequence (P16581 whole entry, looked up): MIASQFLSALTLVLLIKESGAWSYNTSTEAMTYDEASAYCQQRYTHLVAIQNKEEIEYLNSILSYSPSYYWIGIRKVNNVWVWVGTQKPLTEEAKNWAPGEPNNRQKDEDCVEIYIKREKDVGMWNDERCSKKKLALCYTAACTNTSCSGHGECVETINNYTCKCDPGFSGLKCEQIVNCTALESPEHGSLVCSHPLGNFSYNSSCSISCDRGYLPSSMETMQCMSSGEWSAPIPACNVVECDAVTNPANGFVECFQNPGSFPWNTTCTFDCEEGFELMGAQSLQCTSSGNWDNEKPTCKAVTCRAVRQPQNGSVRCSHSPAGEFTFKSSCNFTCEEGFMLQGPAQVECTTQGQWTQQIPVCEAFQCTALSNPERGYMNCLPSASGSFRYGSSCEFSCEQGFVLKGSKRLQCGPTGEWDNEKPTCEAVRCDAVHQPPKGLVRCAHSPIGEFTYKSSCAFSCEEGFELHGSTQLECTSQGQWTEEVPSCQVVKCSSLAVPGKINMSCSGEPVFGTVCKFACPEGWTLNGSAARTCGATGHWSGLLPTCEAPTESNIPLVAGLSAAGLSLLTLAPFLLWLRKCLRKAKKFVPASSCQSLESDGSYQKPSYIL
#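 Assay system: HUVEC, human umbilical vein endothelial cells / Amount: 3,000 HUVEC/well / Controls: TNF-alpha positive control, DMSO neutral control / Compound dosing: single concentration / Medium: EGM-2 over gelatin coat / Evaluation: percent E-selectin-positive cells / Signal: immunofluorescence imaging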
# XiGFP reactiv: activators of inactive X chromosome reactivation, primary screen, imaging, XiGFP fibroblasts, GFP high-content imaging, set 2; XiGFP mouse fibroblasts, % GFP-positive cells imaging, 3 d; cells co-treated with 5-aza-dC sensitizer; scaled so ellipticine positive control = 100%; activation, % at 7.58 µM; AID 743238, 2013; 360,000 compounds, 0.055% hits;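 active = mean normalized replicate activation at least 10% and every replicate at or above 10%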;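 also: 0% = median of on-plate neutral control wells and 100% = ellipticine 6 µM median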
#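 System: 68-5-11 XiGFP fibroblast line; Timing: 3 days compound exposure; Compound dosing: one concentration, pinned; Benchmarks: positive control ellipticine, 6 µM final; Buffer or medium: DMEM containing 5-aza-dC.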
# * marks the source's active call; other numbers are inactive results; · = not tested or not shown; & = joins results of further samples. A portion of the library; the hit share may differ from the screen's.
SMILES,esBAF inh,RAD54 inh,S100A4 inh HTS,ERp5 inh,RAD52 inh,ERAP1 HTS inh,E-selectin induc,XiGFP reactiv
CC(=O)C1(c2ccccc2)CCN(C(=O)C2CCC(=O)N(CCc3cccc(F)c3)C2)CC1 (configuration not stated),-1,5,7,-1,-10,-3,·,0.0
CCCCc1ccc(NC2=NCCCS2)cc1,-1,-4,-4,3,15,0,·,-0.1
COc1ccc(C(C)=O)cc1CC(C(=O)c1ccc(C)cc1)N(C)C (configuration not stated),·,0,-1,4,-20,2,·,0.3
CC1CCN(CC#CCOc2ccc(Cl)cc2)CC1,11,5,0,0,-18,·,0.0,0.3
COc1ccc(CCNCc2ccccc2F)cc1,8,0,-2,-5,-12,4,0.1,0.0
CC=Cc1ccc2n(c1=O)C[C@@H]1[C@@H](CO)[C@H](C(=O)OC)[C@H]2N1C(=O)CC1CC1 (mixture of isomers),-7,-1,-1,-4,-2,2,-0.1,1.4
O=c1oc2ccccc2c(O)c1C(c1ccccn1)c1c(O)c2ccccc2oc1=O,2,·,18,-3,11,7,·,-0.1
CC[C@H](C)[C@@H]1NC(=O)CNC(=O)c2csc(n2)[C@H](C(C)(C)O)OC(=O)C(C)(C)[C@H](CCCC(C)(Cl)Cl)OC(=O)c2csc1n2,-32,-5,-2,0,-4,0,0.0,0.6
CCCNC(=O)N1[C@H]2CC[C@@H]1C(C(=O)OC)=C(c1ccc(F)cc1F)C2,-1,-2,1,3,-8,·,2.3,-0.3
O=c1c2ccccc2nc(-c2ccccc2)n1-c1nccs1,-4,-4,0,4,-20,1,5.5,0.0
CCOP(=O)(OCC)OCC,-6,0,-4,-4,-8,7,·,·
Cc1c(CCC(=O)N2C[C@H]3C[C@@H](C2)c2cccc(=O)n2C3)c(=O)oc2c(C)c(O)ccc12,-4,1,-6,2,6,-16,·,·
NC(Cc1ccc(Cl)cc1)c1csc(Nc2cnccn2)n1 (configuration not stated),·,16,2,5,-28,8,0.2,-0.2
Cc1ccccc1NC(=O)CCl,-2,·,5,1,1,·,0.1,0.0
CCC1=Nc2cc(C(=O)N3CCC4(CC3)OCCO4)ccc2Sc2ccc(Br)cc21,1,11,-10,1,-11,-1,·,0.3
C[n+]1c(-c2ccccc2)cc(-c2ccc(O)cc2)cc1-c1ccccc1,·,9,0,2,-1,3,2.1,0.0
CCCC#Cc1ccc([C@@H]2[C@@H](CO)N3CCCCN(C(=O)Cc4ccccn4)C[C@@H]23)cc1,·,7,4,-1,-40,-1,-0.1,0.2
C[N+](C)(N)CCOC(=O)C(O)(c1ccccc1)C1CCCCC1 (configuration not stated),·,-5,-2,·,-8,0,·,0.0
CCCCCn1c(=O)c(C(=O)Nc2cccc(C)c2)c(O)c2ccccc21,5,6,-1,-2,-17,1,-0.4,0.0
CN1CCC(O)(c2ccccc2)C2CCCC21 (configuration not stated),-5,3,3,-1,-3,-1,·,·
CC1(CCCc2ccc(N(CCCl)CCCl)cc2)NC(=O)NC1=O (configuration not stated),-3,-1,-4,-5,-11,-1,0.8,-0.1
COc1ccc(CNC(=O)/C=C/c2ccc3[nH]cc(CCN(C)C)c3c2)cc1,-3,0,1,-1,26,1,0.1,-0.3
CCCCCn1c(=O)c(C(=O)Nc2ccccc2C)c(O)c2ccccc21,51*,-6,2,1,-6,2,·,0.0
CCn1c(O)c(C=NCc2ccccc2)c(=O)[nH]c1=S,·,·,4,0,-17,-3,·,0.0
O=C(OC1CCN(CCCl)CC1)C(c1ccccc1)c1ccccc1,-10,-4,-5,0,4,-2,-2.3,0.1
# Additional records:
SMILES,esBAF inh,RAD54 inh,S100A4 inh HTS,ERp5 inh,RAD52 inh,ERAP1 HTS inh,E-selectin induc,XiGFP reactiv
Cc1c(C(=O)C(=O)N2CCOCC2)c2ccccc2n1Cc1ccccc1,-6,4,-3,0,-3,-3,1.4,0.0
CNC(=O)Oc1ccccc1C1CCCCC1,-5,-3,-1,4,-4,4,0.6,0.0
Cn1cc(C(=O)OCC(=O)N2CCCCC2)c2ccccc21,28,-2,-6,-8,-15,-1,·,-0.1
O=C(Cc1cccnc1)N1CCCCN2[C@H](CO)[C@H](c3ccc(/C=C/c4ccccc4)cc3)[C@@H]2C1,·,-2,0,0,-30,-2,-0.2,0.2
O=C(c1cccc(C(F)(F)F)c1)C1CCCN(Cc2ccccc2O)C1 (configuration not stated),·,-11,0,5,-17,0,3.4,0.1
CC12CCC3C(CCC4CC(=O)C(C(O)C(F)(F)F)CC43C)C1CCC2O (configuration not stated),-2,-5,-3,1,-2,0,-0.2,0.0
CC[C@@]1(O)C(=O)OCc2c1cc1n(c2=O)Cc2cc3c(NC(=O)CN)cccc3nc2-1,-7,16,-8,3,16,-67,0.0,2.1
COc1cc(/C=C2\C(=O)NC(=O)N(c3ccccc3)C2=O)c([N+](=O)[O-])cc1OC,0,5,3,-1,4,2,6.6,0.0
CCOP(=O)(CCP(=O)(OCC)OCC)OCC.C[CH2][Sn]([Cl])([Cl])[CH2]C,·,·,-9,13,8,-1,0.5,0.7
COc1cccc(-n2c(CN3CCN(C)CC3)nc3ccc([N+](=O)[O-])cc3c2=O)c1,·,·,2,4,0,0,-0.2,-0.1
Clc1cccc(CN2CCCCC2c2cccnc2)c1 (configuration not stated),-9,-5,-4,1,7,-1,·,·
CC=Cc1ccc2n(c1=O)C[C@H]1[C@H](CO)[C@@H](C(=O)O)[C@@H]2N1S(=O)(=O)c1ccccc1F (mixture of isomers),0,-2,-1,-3,-7,4,-0.2,0.0
O=C(O)c1cccc(NC(=O)N2C[C@H]3C[C@@H](C2)c2cccc(=O)n2C3)c1,-10,4,-2,7,-1,-1,·,·
N#CC(c1cccnc1)N1CCOCC1 (configuration not stated),-2,2,-6,2,-6,2,-0.1,0.3
NS(=O)(=O)OC(CCc1ccccc1)C(Cl)(Cl)Cl (configuration not stated),1,-7,30,-8,-6,4,-0.1,0.1
O=C1NC2NC(=O)N([N+](=O)[O-])C2N1 (configuration not stated),·,-4,43,5,-22,1,·,0.2
Cc1cc(OCC(=O)N2CCCN(C)CC2)ccc1Cl,·,11,-47,6,-14,-1,-0.8,0.0
COC(=O)C1=C(c2ccc(OC(F)(F)F)cc2)C[C@@H]2CC[C@H]1N2C(=O)NCCOc1ccc(OC)cc1,-31,-14,4,0,2,·,0.5,0.5
C[C@H]1CN([C@@H](C)CO)C(=O)CCCn2nncc2CO[C@H]1CN(C)C(=O)Oc1ccc2ccccc2c1,0&4&-4,0&-3&3,-1&-3&-6,1&0&-1,-12&5&-7,-1&0&0,-0.1&2.2,-0.1&-0.3
O=C1CN=C(c2ccccc2F)c2cc(Cl)ccc2N1,0,3,-6,-8,13,1,0.0,-0.2
Cc1ccc(CS(=O)(=O)Cc2ccc(C(=O)N3CCC4(CC3)OCCO4)o2)cc1,2,1,9,3,-3,-1,·,·
C/C=C/c1ccc([C@H]2[C@@H](CO)N3CCCCN(C(=O)Cc4cccnc4)C[C@H]23)cc1,-3,17,1,2,-2,-1,0.0,0.2
CSc1ccccc1C(=O)C1CCCN(Cc2ccccn2)C1 (configuration not stated),-3,4,-4,2,-8,-1,0.0,0.0
Cc1ccccc1-n1c(O)c(/C=N/NC(=O)c2ccncc2)c(=O)[nH]c1=O,0,·,-8,0,-5,18,2.8,0.3
C=CCn1c(O)c(C(CC)=NCCc2c[nH]c3ccccc23)c(=O)[nH]c1=O,·,·,-5,2,-34,·,·,-0.1
# Remaining list, next part:
SMILES,esBAF inh,RAD54 inh,S100A4 inh HTS,ERp5 inh,RAD52 inh,ERAP1 HTS inh,E-selectin induc,XiGFP reactiv
COC(=O)C1=C(c2cc3ccccc3o2)C[C@@H]2CC[C@H]1N2C(=O)NCc1ccccc1,-1,2,-1,2,-8,-8,-0.2,1.2
COc1cccc(-n2c(O)c(C=NCCN3CCNCC3)c(=O)[nH]c2=S)c1,-16,·,1,-4,-6,2,·,0.0
FC(F)(F)c1cccc(C2NCc3ccccc3-n3cccc32)c1 (configuration not stated),11,·,1,3,-21,1,0.2,0.1
C[C@]12CCC(=O)CC1CCC1C2CC[C@]2(C)C(OC(=O)CCC(=O)O)CCC12 (some centres not stated),0,11,3,0,-12,-5,1.4,0.0
CO[C@H]1C=C2CCN(C)[C@H]2C2c3cc4c(cc3C(=O)O[C@@H]21)OCO4 (some centres not stated),2,-2,-2,-1,-2,0,1.0,0.0
COc1ccc(OC)c(C(O)C2CCCCN2)c1 (configuration not stated),-5,-4,-8,3,-3,-3,·,0.1
C=CCOC(=O)c1ccccc1N,4,-3,-4,-1,-2,4,·,·
CN1C(=O)C(c2ccccc2)C(=O)N(C)C1=O,·,5,-3,0,3,2,·,0.0
Cc1ccc(CN2CCN(Cc3ccccc3)CC2)cc1,·,·,2,-3,5,4,-0.3,0.0
CCc1nn(CC(=O)N2CCC3(CC2)OCCO3)c(=O)c2cccn12,-3,1,2,0,-4,1,·,0.0
COC(=O)C1=C(c2cc3ccccc3o2)C[C@@H]2CC[C@H]1N2C(=O)NCc1ccco1,1,1,-1,1,-12,6,0.1,-0.1
CCCCn1c(=O)c(C=Nc2ccc(Cl)cc2)c(O)n(Cc2ccco2)c1=O,·,·,-12,-2,-82,9,·,0.0
COc1ccc(OCC#CCN2CCC(C)CC2)cc1,2,·,1,0,-10,0,-0.3,0.2
O=C(Cc1ccccc1)OCC(=O)N1CCN(S(=O)(=O)c2ccc(Cl)cc2)CC1,·,·,-16,3,-6,3,-0.5,-0.1
O=C(C(=O)N1CCOCC1)c1cn(CCCOc2ccccc2)c2ccccc12,-1,-7,3,3,-6,7,4.9,0.8
CCOC(=O)CC(NC(=O)C(Cc1ccc(N(CCCl)CCCl)cc1)NC(C)=O)C(=O)OCC (configuration not stated),·,·,-2,3,-50,3,·,0.0
CCCOP(=O)(OCCC)C(NC(=O)c1ccccc1)=C(Cl)Cl,·,·,1,-3,-7,1,-0.1,0.1
c1ccc2nc(OCCN3CC3)ccc2c1,·,·,1,4,3,-2,0.7,0.1
CN1CCN(c2ncnc3c2cnn3C)CC1,·,-1,-4,4,3,2,0.0,-0.1

# Among those listed so far, these have a COOH group:
SMILES,esBAF inh,RAD54 inh,S100A4 inh HTS,ERp5 inh,RAD52 inh,ERAP1 HTS inh,E-selectin induc,XiGFP reactiv
CC=Cc1ccc2n(c1=O)C[C@H]1[C@H](CO)[C@@H](C(=O)O)[C@@H]2N1S(=O)(=O)c1ccccc1F (mixture of isomers),0,-2,-1,-3,-7,4,-0.2,0.0
O=C(O)c1cccc(NC(=O)N2C[C@H]3C[C@@H](C2)c2cccc(=O)n2C3)c1,-10,4,-2,7,-1,-1,·,·
C[C@]12CCC(=O)CC1CCC1C2CC[C@]2(C)C(OC(=O)CCC(=O)O)CCC12 (some centres not stated),0,11,3,0,-12,-5,1.4,0.0
